# aSyn rescue = inhibitors of alpha-synuclein toxicity in yeast; Yeast expressing alpha-synuclein, growth rescue, BacTiter-Glo, 24 h; Potency, µM (highest dose often 46.1 µM), inactives show at the highest dose growth rescue (activation), actives largely listed as activators; actives 0.14% (n = 370,000); AID 652106; further: % of control where 0% means no effect; nearly all actives have a fitted effect of over 65% in size
#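 Rescue of yeast growth: cells expressing toxic alpha-synuclein, induced in galactose at OD600 0.02, incubated with compound 24 h at 30 C. ATP luminescence quantified growth; inhibitors of toxicity appear as activators.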
# FUS suppressor = rescues growth of FUS-expressing yeast; Potency, µM (series often up to 76.6 µM), without a hit: at the highest dose growth rescue (activation), actives largely listed as activators; S. cerevisiae FUS-expressing, growth rescue, OD600, 24 h; AID 1347120; actives 0.24% (n = 390,000);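 further: plate controls were DMSO vehicle for no effect and reference control for full effect; nearly all actives have a fitted effect of over 55% in size; some results filed as inactive show a strong effect at the top dose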
#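 Yeast expressing FUS under galactose induction, OD 0.005 in 2% galactose medium; compounds in a dilution series, 24 h at 30C. Growth rescue by absorbance at 600 nm; CP55940 positive control, DMSO negative.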
# EPAC2 ag = activates human EPAC2 exchange factor; actives 0.079% (n = 360,000); Q8WZA2; Potency, µM (highest dose often 154 µM), inactives show at the top dose activation, hits mostly activators; AID 720711; EPAC2 activation, biochemical qHTS; response scale: 100% = 6.5 mM cAMP response; further: nearly all actives have a fitted effect of over 50% in size
# Target sequence (Q8WZA2 whole entry, looked up): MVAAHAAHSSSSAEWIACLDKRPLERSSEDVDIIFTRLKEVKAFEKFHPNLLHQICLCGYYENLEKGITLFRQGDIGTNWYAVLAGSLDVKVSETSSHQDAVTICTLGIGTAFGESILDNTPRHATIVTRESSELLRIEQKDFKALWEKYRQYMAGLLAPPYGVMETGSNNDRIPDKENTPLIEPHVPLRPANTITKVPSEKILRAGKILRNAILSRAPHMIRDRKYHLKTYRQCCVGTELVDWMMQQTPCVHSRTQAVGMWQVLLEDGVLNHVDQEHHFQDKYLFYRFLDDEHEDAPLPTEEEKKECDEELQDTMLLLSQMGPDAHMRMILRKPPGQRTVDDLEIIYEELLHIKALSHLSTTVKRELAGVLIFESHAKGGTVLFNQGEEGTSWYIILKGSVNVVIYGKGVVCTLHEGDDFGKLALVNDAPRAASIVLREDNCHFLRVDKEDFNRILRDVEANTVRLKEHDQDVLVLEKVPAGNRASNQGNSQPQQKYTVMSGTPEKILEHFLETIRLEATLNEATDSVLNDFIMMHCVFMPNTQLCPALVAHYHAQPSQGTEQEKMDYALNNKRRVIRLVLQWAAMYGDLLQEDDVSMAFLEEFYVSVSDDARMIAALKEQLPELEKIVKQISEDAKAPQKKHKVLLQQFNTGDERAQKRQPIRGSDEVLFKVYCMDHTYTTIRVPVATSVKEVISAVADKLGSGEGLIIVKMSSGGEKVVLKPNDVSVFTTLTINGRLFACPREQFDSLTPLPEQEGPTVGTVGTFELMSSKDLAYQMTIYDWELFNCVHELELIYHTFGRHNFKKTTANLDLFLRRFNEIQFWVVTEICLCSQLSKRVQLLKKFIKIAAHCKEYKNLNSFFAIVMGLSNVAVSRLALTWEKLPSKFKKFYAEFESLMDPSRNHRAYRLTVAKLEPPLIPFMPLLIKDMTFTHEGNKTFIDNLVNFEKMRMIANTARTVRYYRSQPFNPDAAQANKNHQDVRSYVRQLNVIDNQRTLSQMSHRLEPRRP
#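 Setup: EPAC2 100 nM, labeled Rap1B complex 250 nM, free GDP 50 uM. Compound titrations pinned in, brief spin, 5 min room temperature incubation. Kinetic fluorescence read over 30 min, normalized to 6.5 mM cAMP.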
# EPAC1 antagonist = antagonists of human EPAC1. O95398. EPAC1 GEF assay, Rap1b-BODIPY-GDP exchange fluorescence. Potency, µM (series often up to 115 µM), for the others: at the top dose activity change, negative = inhibition, most hits filed as inhibitors. actives 0.14% (n = 360,000). AID 720709;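 further: plate controls were vehicle for no effect and positive control for full effect; nearly all actives have a fitted effect of over 50% in size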
# EPAC2 antag = EPAC2 (human) antagonism; EPAC2 GEF exchange of Rap1B-BODIPY-GDP, fluorescence; Q8WZA2; actives 0.18% (n = 360,000); Potency, µM (highest dose often 114 µM), without a hit: at the highest dose activity, negative = inhibition, actives largely listed as inhibitors; further: on the % scale 0 is the no-effect control and ±100 the full control effect; nearly all actives have a fitted effect of over 45% in size; many of its hits are not listed in these tables
# PTHR1 agonist = agonists of human PTHR1 parathyroid hormone receptor; Q03431; actives 0.075% (n = 410,000); Potency, µM (series often up to 115 µM), without a hit: at the top dose activation, most hits filed as activators; HEK293 GP2 PTHR1 cells, GloSensor cAMP luminescence, 1 h; further: nearly all actives have a fitted effect of over 55% in size; some results filed as inactive show a strong effect at the top dose; inactives centre near -15; many of its hits are not listed in these tables
#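 HEK-293-derived GP2 cells expressing PTHR1 and a GloSensor cAMP reporter, 3,000/well, plated overnight, given luciferin plus IBMX (each 0.5 mM as added) for 1 h at 37 °C, then compound for 1 h at 37 °C. Luminescence was read after 15 min at room temperature.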
# TDP43 rescue = TDP-43 toxicity inhibition in yeast. TDP-43 expressing yeast growth rescue, BacTiter-Glo, 24 h. Potency, µM (series often up to 46.1 µM), inactives show top-dose growth rescue (activation), actives largely listed as activators. actives 1.8% (n = 410,000). AID 652104; further: % of control where 0% means no effect; nearly all actives have a fitted effect of over 50% in size
#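 Cell-based yeast growth screen: TDP-43 expression induced in galactose, inoculum OD600=0.02 after raffinose pregrowth to mid-log. Read-out BacTiter-Glo luminescence at 24 hr, 30 deg C; inhibition of toxicity seen as signal increase.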
# EPAC1 ag = activates human EPAC1 exchange factor; O95398; EPAC1 agonist qHTS, biochemical assay; response scale: 100% = response to 6.5 mM cAMP; Potency, µM (doses to about 154 µM), for inactives: top-dose activation, actives largely listed as activators; actives 0.073% (n = 360,000); further: nearly all actives have a fitted effect of over 60% in size
#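 Nucleotide exchange by EPAC1 (100 nM) on Rap1B–BODIPY-GDP (250 nM) in the presence of 50 uM GDP is tracked fluorescently at 480/540 nm over 30 min. Signals are normalized to a 6.5 mM cAMP control.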
# * = called active by the depositor; i = inactive; ? = inconclusive; . = not tested or not shown; [ ] = remark or other dose. The call rests on the fitted dose curve; in most records, active means well fitted curve in the direction sought with a large enough effect; inconclusive means small, poorly fitted or top-dose-only effect, or another doubt; inactive means no such curve, though single readings can be large; an effect the other way counts as inactive or inconclusive. Potency means the concentration at half of the fitted maximal effect. This is a subset, so the mix of outcomes need not match the whole.
# Short forms – A = aSyn rescue; B = FUS suppressor; C = EPAC2 ag; D = EPAC1 antagonist; E = EPAC2 antag; F = PTHR1 agonist; G = TDP43 rescue; H = EPAC1 ag
O=C(CCc1nc(-c2ccc(Cl)cc2)no1)NCc1ccccc1CN1CCOCC1
  A: 4%; B: -8%; C: 2%; D: -28%; E: -11%; F: -31%[inhibitor]; G: 10%; H: 9%

CO[C@@H]1CN(C)C(=O)c2cc(NC(=O)Nc3cc(F)ccc3F)ccc2OC[C@H](C)NC[C@@H]1C
  A: -1%; B: 7%; C: 2%; D: 9%; E: 1%; F: 0%; G: 9%; H: -6%

Cc1cc(=O)oc2cc(OCC(=O)N3CC[C@@]4(O)CCCC[C@H]4C3)ccc12
  A: 7%; B: -18%; C: -5%; D: 9%; E: 9%; F: -3%; G: 10%; H: -8%

C=C1C2=C(C(=O)N1OC)[C@@H](O)[C@@](C)(O)[C@@H](CCCCC)O2
  A: -1%; B: 7%; C: -2%; D: -20%; E: -3%; F: 12%; G: 4%; H: -14%

Cc1cccn2cc(CCNS(=O)(=O)c3cccc([N+](=O)[O-])c3)nc12
  A: -4%; B: 3%; C: -2%; D: -16%; E: -4%; F: -12%; G: -11%; H: -2%

COc1ccc(C)cc1NC(=O)CSc1nnc(-c2cc(C)[nH]n2)n1N
  A: 0%; B: 9%; C: 7%; D: -5%; E: 0%; F: -3%; G: -7%; H: 7%

Cc1ccc(-c2sc(-c3ccccc3)nc2CC(=O)Nc2ccccc2F)cc1
  A: -6%; B: .; C: -11%; D: ?; E: -11%; F: -2%; G: 10%; H: -11%

COc1ccc(CN2CCNC(=O)C2CC(=O)N2CCCN(C(C)=O)CC2)c(OC)c1 (stereo not drawn)
  A: -1%; B: 14%; C: 0%; D: 8%; E: 5%; F: i; G: -1%; H: 3%

CCCCNC(=O)Nc1nnc(SCC(=O)OCC)s1
  A: -3%; B: -23%; C: 6%; D: -1%; E: 5%; F: -12%; G: 26%; H: 0%

COC(=O)C1=C(C(=O)OC)SC2(S1)C(C(=O)OC)=C(C(=O)OC)SC1=C2c2cc(C)cc(C)c2NC1(C)C
  A: -2%; B: 53%; C: 2%; D: 10%; E: 14%; F: i; G: -27%; H: 3%

CCN1CCN(C2=C(NS(=O)(=O)c3ccc(C)cc3)C(=O)c3ccccc3C2=O)CC1
  A: -1%; B: 7%; C: 1%; D: -13%; E: -9%; F: -13%; G: -12%; H: -10%

COc1ccccc1N1CCN(CC(O)COCCOc2ccc(Br)cc2)CC1 (stereo not drawn)
  A: -9%; B: .; C: 19%; D: 1%; E: -7%; F: -80%[inhibitor]; G: -13%; H: 9%

N#Cc1ccc(N2C(=O)[C@@H]3C(C(=O)c4ccc5ccccc5n4)=NN[C@@H]3C2=O)cc1
  A: 9%; B: 43%; C: 7%; D: -2%; E: 2%; F: -14%; G: -5%; H: -1%

CCSc1nc2sc3c(c2c(=O)n1-c1ccc(C)cc1)CCN(C)C3
  A: 12%; B: 24%; C: 3%; D: 9%; E: 7%; F: i; G: -4%; H: -7%

Cc1ccccc1NC(=O)c1ccccc1-c1ccccc1
  A: -4%; B: -1%; C: 5%; D: -6%; E: 6%; F: i; G: -11%; H: -23%

COCCC(=O)N1CCC(Oc2ccc(C(=O)NCc3nccn3C)cc2)CC1
  A: 3%; B: .; C: 4%; D: 10%; E: 8%; F: i; G: 21%; H: -7%

COc1cccc(CNC(=O)C(c2ccc(Cl)cc2)C(C)C)c1 (stereo not drawn)
  A: 8%; B: .; C: 6%; D: 15%; E: 16%; F: i; G: 24%; H: 3%

OCCNCCCOc1ccc(Cl)cc1Br
  A: -1%; B: 7%; C: -9%; D: 3%; E: -1%; F: i; G: -5%; H: 5%

C(=C\c1ccc2nncn2c1)/c1ccccc1
  A: 3%; B: 12%; C: -6%; D: -12%; E: 1%; F: 7%; G: -9%; H: -9%

CC(NC(=O)C1CCN(S(=O)(=O)c2cnc[nH]2)CC1)c1ccccc1 (stereo not drawn)
  A: 1%; B: 8%; C: -1%; D: -13%; E: -7%; F: -4%; G: 23%; H: 6%

CCc1cc2c(SCC(=O)N(CC)c3c(N)n(Cc4ccccc4)c(=O)[nH]c3=O)ncnc2s1
  A: 1%; B: 30%; C: -4%; D: -7%; E: 2%; F: -19%; G: 5%; H: -2%

Cc1nc2ccc(NC(=O)Cc3ccccc3F)cc2s1
  A: -38%[inhibitor]; B: 0%; C: -3%; D: -4%; E: ?; F: -87%[inhibitor]; G: ?; H: 3%

COc1ccc(N(CC(=O)NCCC2=CCCCC2)S(=O)(=O)c2ccccc2F)cc1
  A: 2%; B: 29%; C: 21%; D: -20%; E: -11%; F: -17%; G: 0%; H: 17%

CCN(CC)C(=O)CSc1nnc([C@@H](N)C(C)C)o1
  A: 5%; B: 0%; C: 3%; D: 0%; E: 5%; F: i; G: 10%; H: -4%

COc1ccc(-c2c(C)n([O-])c3c([n+]2=O)CCCC3)cc1
  A: 2%; B: 10%; C: 8%; D: -11%; E: 0%; F: -15%; G: -20%; H: 4%

O=C(O)C1[C@H]2C(=O)N(Cc3cccs3)C[C@]23C=C[C@H]1O3 (stereo partly drawn)
  A: -1%; B: 0%; C: 2%; D: -3%; E: 13%; F: i; G: -5%; H: -6%

CCCC(=O)Nc1ccc(C(=O)n2nnc3ccccc32)cc1
  A: 8%; B: -12%; C: 4%; D: 1%; E: 1%; F: i; G: 1%; H: 9%

O=C(O)c1ccccc1C(=O)N1CCN(Cc2ccc3c(c2)OCO3)CC1
  A: 3%; B: -17%; C: 5%; D: -2%; E: 1%; F: -24%; G: 16%; H: 1%

COC(=O)c1ccccc1NC(=O)CN1CCCCC1
  A: -2%; B: .; C: -3%; D: -9%; E: -1%; F: i; G: -1%; H: -6%

C/C(=N\NC(=O)c1ccc(N(C)C)cc1)c1ccc(C)c(C)c1
  A: 2%; B: 3%; C: 11%; D: 10%; E: -5%; F: i; G: 19%; H: 6%

# Next records follow.
Compound	aSyn rescue	FUS suppressor	EPAC2 ag	EPAC1 antagonist	EPAC2 antag	PTHR1 agonist	TDP43 rescue	EPAC1 ag
COc1ccccc1Nc1nc(NCCC(C)C)nc(N)c1[N+](=O)[O-]	7%	-19%	-1%	-2%	-14%	i	0%	7%
Cc1c(C(=O)N2CCCCC2)c(S(=O)(=O)N2CCN(c3ccccc3F)CC2)c(C)n1C	-1%	5%	4%	-26%	3%	-6%	-5%	13%
COc1cc(Cl)c(C)cc1NC(=O)CSc1ccc(NC(C)=O)cc1	1%	.	12%	-7%	-2%	-20%	5%	7%
O=C(CCNS(=O)(=O)c1ccc2[nH]c(=O)oc2c1)NCc1ccc(F)cc1	-1%	4%	13%	-8%	2%	-4%	-19%	10%
O=C(Nc1ccc(O)c2c(=O)cc(-c3ccccc3Cl)oc12)c1ccc(Cl)cc1Cl	0%	-15%	4%	-13%	7%	i	-12%	-3%
Nc1ccc(C#Cc2ccc3oc4ccccc4c(=O)c3c2)cc1	0%	12%	11%	2%	0%	-21%	?	16%
CCC1CCCCN1C(=O)COC(=O)c1cc(Br)ccc1Cl (stereo not drawn)	1%	6%	15%	28%	5%	0%	-16%[1.82 µM]	-2%
Cc1ccc(NS(=O)(=O)c2ccc(C(=O)NCC(c3ccco3)N(C)C)cc2)cc1 (stereo not drawn)	7%	1%	4%	-5%	4%	-29%	-5%	-3%
O=C(c1ccco1)N1CCN(C(c2ccc(F)cc2)c2nnnn2CC2CCCO2)CC1 (stereo not drawn)	0%	-2%	-1%	-8%	9%	i	5%	12%
CC[C@]12c3[nH]c4ccc(Cl)cc4c3CCN1C(=O)[C@@H](CC(=O)NCCCOC)C[C@@H]2C(=O)N1CCN(C(=O)C2CC2)CC1	-6%	15%	2%	7%	16%	8%	-9%	-30%
O=C(N/N=C/c1c[nH]c2ccc(Br)cc12)c1ccccn1	1%	17%	5%	-6%	5%	-11%	5%	6%
O=C(CCNC(=O)c1ccccc1Cl)NCCc1ccc(Cl)cc1	5%	-8%	2%	8%	15%	i	16%	-3%
COc1ccc(CNC(=O)CCSCc2ccc(C)cc2)cc1	7%	15%	6%	-4%	-2%	i	?	9%
CS(=O)(=O)N1CCN(C(=O)c2ccc(Cl)s2)CC1	-1%	10%	4%	6%	3%	i	-17%	8%
OCc1n[nH]c(CO)n1	-1%	11%	-3%	-1%	13%	i	-12%	1%
CCC(=O)N1CCN(CCN=CC2=C(O)CC(c3cccs3)CC2=O)CC1 (stereo not drawn)	10%	-1%	9%	2%	-2%	i	-39%[inhibitor]	4%
Cc1cc(C)cc(NC(=O)C2CC(=O)n3ncnc3N2)c1 (stereo not drawn)	2%	-24%	4%	-18%	4%	i	15%	5%
Cc1c(NC(=O)CSCc2ccccc2)cccc1C(=O)O	-1%	-5%	3%	-1%	14%	i	-6%	-3%
Cc1c(N(C)S(=O)(=O)c2cc(C(=O)NCC3CCCO3)ccc2Cl)c(=O)n(-c2ccccc2)n1C (stereo not drawn)	1%	-5%	-2%	-7%	-5%	-18%	-2%	7%
CC(OC(=O)[C@@H](NC(=O)c1ccco1)C(C)C)C(=O)Nc1ncc(Cl)cc1Cl (stereo partly drawn)	-6%	13%	3%	1%	-14%	-10%	2%	14%
CN(CC(=O)Nc1ccc(S(=O)(=O)N2CCCC2)cc1)Cc1ccc(Cl)c(Cl)c1	-14%	.	17%	4%	6%	i	-15%	18%

# Entries of single compounds as entered above:
# `COc1ccc(CNC(=O)CCSCc2ccc(C)cc2)cc1` is listed with aSyn rescue: 7%; FUS suppressor: 15%; EPAC2 ag: 6%; EPAC1 antagonist: -4%; EPAC2 antag: -2%; PTHR1 agonist: i; TDP43 rescue: ?; EPAC1 ag: 9%
# `Cc1cc(C)cc(NC(=O)C2CC(=O)n3ncnc3N2)c1` (stereo not drawn) is listed with aSyn rescue: 2%; FUS suppressor: -24%; EPAC2 ag: 4%; EPAC1 antagonist: -18%; EPAC2 antag: 4%; PTHR1 agonist: i; TDP43 rescue: 15%; EPAC1 ag: 5%

# Three entries already listed, ordered by their value in PTHR1 agonist, low to high.
Molecule | PTHR1 agonist
Cc1c(N(C)S(=O)(=O)c2cc(C(=O)NCC3CCCO3)ccc2Cl)c(=O)n(-c2ccccc2)n1C (stereo not drawn) | -18%
O=C(N/N=C/c1c[nH]c2ccc(Br)cc12)c1ccccn1 | -11%
CC(OC(=O)[C@@H](NC(=O)c1ccco1)C(C)C)C(=O)Nc1ncc(Cl)cc1Cl (stereo partly drawn) | -10%

# High-throughput results as filed in PubChem.
